GSK3B inh: blocks human GSK3beta kinase activity; AID 2097; activity score (negative = inhibition), % at 10 µM; GST-GSK3beta kinase, ADP-Glo luminescence, 60 min; stronger effect = lower value; 300,000 tested, 0.038% active;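 active = more than half of replicate wells score below -50%, meaning over 50% inhibition versus plate controls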;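 note: 0% = median DMSO wells and -100% = median GW8510 positive control wells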
Target sequence (P49841 whole entry, looked up): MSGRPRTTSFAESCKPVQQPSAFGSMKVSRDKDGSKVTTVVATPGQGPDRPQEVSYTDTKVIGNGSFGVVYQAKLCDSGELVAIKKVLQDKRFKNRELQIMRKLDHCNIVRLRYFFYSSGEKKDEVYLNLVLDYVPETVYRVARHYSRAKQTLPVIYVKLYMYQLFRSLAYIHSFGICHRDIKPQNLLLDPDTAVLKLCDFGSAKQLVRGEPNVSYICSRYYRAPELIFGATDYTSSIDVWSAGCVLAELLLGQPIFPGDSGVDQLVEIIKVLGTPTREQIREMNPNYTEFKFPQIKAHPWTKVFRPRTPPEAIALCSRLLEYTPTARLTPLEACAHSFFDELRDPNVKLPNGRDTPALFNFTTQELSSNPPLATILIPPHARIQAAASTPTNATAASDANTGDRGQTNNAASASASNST
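Test system: GST-tagged human GSK3beta kinase, cell-free; evaluation: activity score scaled between in-plate DMSO and GW8510 controls; measured by: ADP-Glo luminescence; incubation: 60 min reaction, RT; benchmarks: DMSO and 20 µM GW8510; reagent: peptide substrate plus 25 µM ATP (final); medium: Tris/MgCl2 kinase buffer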
RGS4 pot: RGS4 potentiation or activation. 310,000 tested, 0.92% active. HEK293 M3R/inducible RGS4, carbachol calcium flux Fluo4; stronger effect = lower value. B-score at 10 µM;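 active = B-score of the integrated calcium signal more than 4 SD below the library mean, with starting fluorescence not abnormally high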;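 note: negative B-score means reduced calcium response which marks RGS4 activation or potentiation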
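System – HEK293 FlpIn-TREx cells, stable M3R, doxycycline-inducible RGS4 · Reagent – ECmax carbachol challenge · Times – compound preincubation 20 min at room temperature before agonist · Technique – Fluo4 fluorescence kinetic imaging of calcium · Measure – B score of integrated Fluo4 ratio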
RGS4 inh: inhibitors of human RGS4; P49798; HEK293 M3R/RGS4 inducible, Fluo-4 calcium flux; stronger effect = higher value; triggered by carbachol at its EC20; B-score at 10 µM; 310,000 tested, 0.45% active; AID 463165;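 active = B-score, a plate-corrected calcium signal, over three deviations above library mean, with baseline fluorescence within five deviations of library mean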;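 note: RGS4 expression induced by doxycycline in cells with stable M3 receptor; B-score is computed from the integrated fluorescence ratio over baseline after carbachol; higher B-score means a larger calcium signal and so more RGS4 inhibition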
Target sequence (P49798 whole entry, looked up): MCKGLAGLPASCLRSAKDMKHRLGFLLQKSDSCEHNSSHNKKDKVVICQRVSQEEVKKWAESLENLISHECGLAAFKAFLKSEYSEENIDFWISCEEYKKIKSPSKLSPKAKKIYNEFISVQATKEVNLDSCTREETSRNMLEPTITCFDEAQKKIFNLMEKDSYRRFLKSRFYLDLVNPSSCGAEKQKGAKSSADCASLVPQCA
PolyA inh: blocks polyadenylation in yeast reporter cells. S. cerevisiae SKY197-pL101 polyadenylation reporter, beta-gal luminescence; efflux-impaired pdr1/pdr3 knockout yeast; score 100 = 6 SD above DMSO. calls only at 12 µM. 300,000 tested, 0.02% active. AID 1875;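 active = lowest replicate activity score at least 50, where 100 means six control SD above control mean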;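 note: yeast exposed to compound for 9 h at 30 °C; higher score means more reporter readthrough which indicates perturbed polyadenylation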
KCNQ1 act: potentiators or activators of human KCNQ1 potassium channel; B-score at 10 µM; 310,000 tested, 0.35% active; P51787; CHO-K1 KCNQ1, thallium flux FluxOR fluorescence; stronger effect = higher value; AID 2648;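 active = fluorescence ratio B-score, a plate-corrected score, at least three library SD, with initial intensity B-score within 5 SD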
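Medium – assay buffer, equal DMSO in all wells · Material – CHO-K1 cell line with stable KCNQ1 potassium channel expression · Signal – kinetic FluxOR thallium fluorescence, 10-s 1-Hz baseline, 110-s post-stimulus read · Compound – single concentration per compound, DMSO matched to controls · Schedule – 37 °C overnight plating, 90-min dark dye load, 20-min compound pretreatment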
KCNQ1 inh: human KCNQ1 channel inhibition; P51787; CHO-K1 KCNQ1, FluxOR thallium flux fluorescence; stronger effect = higher value; B-score at 10 µM; 310,000 tested, 1.3% active; AID 2642;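 active = compounds whose thallium flux B-score, printed positive for inhibition, exceeds three library SD while starting fluorescence stays within three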;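 note: channel opened by potassium depolarization with thallium stimulus after 20 min compound exposure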
KCNK3 block: human KCNK3 channel inhibition, primary screen. O14649. CHO-KCNK3 thallium flux, FluxOR fluorescence; stronger effect = lower value. B-score at 10 µM. 340,000 tested, 0.84% active. AID 602410;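 active = B-score under library mean minus 4 SD, starting fluorescence ratio at most library mean plus 5 SD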;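 note: more negative B-score means stronger inhibition of thallium flux through KCNK3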
hERG protect: hERG (human) protection from proarrhythmic block; CHO-hERG, FluxOR thallium flux, dofetilide IC70 present; AID 1511; Q12809; activation (rescue from dofetilide block), less the hit threshold, % at 10 µM; 310,000 tested, 0.51% active;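 active = activation above the mean of controls blocked by dofetilide plus 5 SD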;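 note: thallium influx through hERG after potassium depolarization seen as dye fluorescence rise; in these data hits start at about 4.7%; inactives centre near -7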
Dyrk1A ADPGlo: blocks rat Dyrk1A kinase activity. inhibition, % at 12.5 µM. ADP-Glo luminescence, NFATc1 peptide. Q63470. 310,000 tested, 0.43% active; in the data active = inhibition above about 50%;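 note: plate controls were vehicle with enzyme for no effect and no enzyme for full effect; many of its hits are not listed in these tables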
KCNK9 block: human KCNK9 channel inhibition; Q9NPC2; 310,000 tested, 1.2% active; B-score at 10 µM; HEK293 KCNK9, FluxOR thallium flux fluorescence; stronger effect = lower value; AID 488922;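 active = ratio B-score over 3 SD below the library mean, with starting fluorescence within 5 SD of its mean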;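 note: negative B-score means less thallium flux so channel inhibition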
Target sequence (Q9NPC2 whole entry, looked up): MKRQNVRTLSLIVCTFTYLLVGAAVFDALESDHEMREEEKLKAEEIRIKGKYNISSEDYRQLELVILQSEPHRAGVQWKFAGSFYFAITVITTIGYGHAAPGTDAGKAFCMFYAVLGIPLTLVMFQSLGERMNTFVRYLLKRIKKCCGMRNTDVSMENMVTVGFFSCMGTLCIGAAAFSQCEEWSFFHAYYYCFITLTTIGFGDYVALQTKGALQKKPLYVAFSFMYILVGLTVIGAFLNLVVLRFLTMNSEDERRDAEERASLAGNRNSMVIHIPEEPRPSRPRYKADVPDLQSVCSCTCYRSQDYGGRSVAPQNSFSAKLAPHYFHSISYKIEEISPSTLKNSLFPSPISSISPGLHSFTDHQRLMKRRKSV
GSK3 alpha inh: blocks human GSK-3 alpha kinase; P49840; ADP-Glo luminescence, 60 min; inhibition, % at 10 µM; 320,000 tested, 0.1% active; AID 2650;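 in the data active = inhibition above about 50%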;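 note: GST-tagged GSK-3 alpha with peptide substrate and 25 µM ATP; 0% = DMSO neutral wells and 100% = GW8510 positive control wells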
The depositor's hits bear a star; i = inactive; · = no result given. Only part of the results is shown; rates above refer to the full screens.

Molecule	GSK3B inh	RGS4 pot	RGS4 inh	PolyA inh	KCNQ1 act	KCNQ1 inh	KCNK3 block	hERG protect	Dyrk1A ADPGlo	KCNK9 block	GSK3 alpha inh
CC(=O)Nc1cccc([N+](=O)[O-])c1	0	i	i	i	i	i	i	-10	4	i	-5
O=C(O)c1ccc(CNCc2ccccc2Cl)cc1	4	i	i	i	i	i	i	-10	-4	i	-2
Cc1cc(Nc2ccc3c(c2)OCCO3)c2cc(Cl)ccc2n1	0	i	i	i	i	i	i	-19	5	i	2
C=CCOC(=O)COc1ccc2c(C)c(C)c(=O)oc2c1C	-1	i	i	i	i	i	i	-2	7	i	-2
COc1ccc(/C=N/N2C(C)CCCC2C)cc1OC (stereo not given)	3	i	i	i	i	i	i	0	2	i	-2
O=C(CSc1ccc(-c2ccco2)nn1)NCc1ccccc1Cl	0	i	i	i	i	i	i	-6	-4	i	-8
CCOCCCNC(=O)CN(c1cc([N+](=O)[O-])ccc1OC)S(C)(=O)=O	-2	i	i	i	i	i	i	-1	7	i	-1
Cc1ccc(NC(=O)CN2C(=O)NC3(CCc4ccccc43)C2=O)cc1S(=O)(=O)N1CCCCC1 (stereo not given)	0	i	i	i	i	i	i	-13	17	i	0
O=S(=O)(c1ccc(F)cc1)N1CCC(N2CCCCCC2)CC1	0	i	i	i	i	i	i	-5	5	i	5
O=C(CCc1ccccc1)OCC(=O)c1ccc(Br)cc1	1	i	i	i	i	i	i	-6	22	i	-3
CC(=O)Nc1c(Br)cc(N2C(=O)CCC2=O)cc1Br	1	i	i	i	i	i	i	-7	-2	i	0
COc1ccccc1N1CCN(C(=O)/C=C/c2ccc3c(c2)OCO3)CC1	-5	i	i	i	i	i	i	-14	8	i	0
COc1ccc(N(CC(=O)NCc2ccco2)C(=O)CCC(=O)Nc2nccs2)c(OC)c1	-5	i	i	i	i	i	i	-2	0	i	1
COc1ccccc1C(=O)NCc1nnc(SC(C)C(=O)Nc2nccs2)n1C (stereo not given)	·	i	i	i	i	i	i	-3	-8	i	5
Cc1cccc(NC(=O)Nc2ccc(F)cc2)n1	-2	i	i	i	i	i	i	-6	0	i	-1
O=C(CSCc1ccccc1)Nc1cccc(F)c1	-5	i	i	i	i	i	i	-13	-8	i	·
CNc1ccc2c3c(cccc13)C(=O)N(C)C2=O	1	i	i	i	i	32*	i	-49	25	i	6
Cc1c(C)n(-c2ccc(Cl)cc2)c2ncnc(N)c12	0	i	i	i	i	i	i	-4	10	i	0
COc1ccc(NC(=O)CCSc2nnc(C)s2)cc1	2	i	i	i	i	i	i	-9	-7	i	0
COc1ccc2[nH]c(=O)c(CN(CCCN(C)C)C(=O)Nc3ccc(F)cc3)cc2c1	4	i	i	i	i	i	i	-5	1	i	0
COC(=O)c1c(NC(=O)c2ccccc2)sc2c1CC(C)(C)NC2(C)C	-2	i	i	i	i	i	i	-11	-8	i	-1
Cc1ccc(C)c(S(=O)(=O)N2CCN(C(=O)Cc3ccc(S(=O)(=O)N4CCOCC4)s3)CC2)c1	1	i	i	i	i	i	i	-15	0	i	0
CCc1ccc(S(=O)(=O)N/N=C\c2cn(CC(N)=O)c3ccccc23)cc1	1	i	i	i	i	i	i	-9	4	i	·
CCc1nn(CC(=O)Nc2ccc(Br)c(C)c2)c(=N)s1	2	i	i	i	i	i	i	-7	-2	i	-1
Cc1ccc(Cc2nnc3n(-c4ccccc4)nc(C(=O)c4ccccc4)n3c2=O)cc1	2	i	i	i	i	i	i	-3	-2	i	0
CCCCCCCCCCCCN1[C@@H](CC(=O)O)c2cc(F)ccc2S1(=O)=O	4	-7.7*	i	i	i	i	i	-4	-9	i	-10
Cc1nnc(SCc2ccc(CC(=O)O)cc2)o1	1	i	i	i	i	i	i	-1	17	i	0
CCOc1ccc(NC(=O)CN(C)C(=O)c2cc(-c3cccs3)nn2-c2ccccc2)cc1OCC	·	i	i	i	i	i	i	-5	2	i	-2
Nc1ccc(N2CCCCC2)c(S(=O)(=O)Nc2ccc(Cl)cc2)c1	-3	i	i	i	i	i	i	-14	-8	i	-1
Cc1ccccc1OCCn1c(=O)sc2ccccc21	-1	i	i	·	i	i	i	-6	2	i	-1
COc1ccc(C2=NN(C(N)=S)C(c3ccccc3)C2)cc1 (stereo not given)	0	i	i	i	i	i	i	-6	-6	i	-2
Cc1ccccc1NS(=O)(=O)c1ccc(C(=O)N2CC(C)OC(C)C2)cc1 (stereo not given)	2	i	i	i	i	i	i	-2	-9	i	-1
CCCCCc1ccc(-c2nnc(N)s2)cc1	1	i	i	i	i	i	i	-6	-3	i	-7
CCOC(=O)c1ccc(NC(=O)C(=O)NCc2ccco2)cc1	3	i	i	i	i	i	i	-6	-1	i	2
C/C(N)=C(/C#N)C(=O)COC(=O)c1cc(-c2cccc3ccccc23)nc2ccccc12	2	i	i	i	i	6*	i	-9	-3	i	0
COc1ccc(-c2cc(-c3ccccc3O)[nH]n2)cc1OC	1	i	i	i	i	i	i	-15	10	i	0

For reference, some entries already given.
Molecule	GSK3B inh	RGS4 pot	RGS4 inh	PolyA inh	KCNQ1 act	KCNQ1 inh	KCNK3 block	hERG protect	Dyrk1A ADPGlo	KCNK9 block	GSK3 alpha inh
COc1ccc2[nH]c(=O)c(CN(CCCN(C)C)C(=O)Nc3ccc(F)cc3)cc2c1	4	i	i	i	i	i	i	-5	1	i	0
COC(=O)c1c(NC(=O)c2ccccc2)sc2c1CC(C)(C)NC2(C)C	-2	i	i	i	i	i	i	-11	-8	i	-1

Next entries follow.
Molecule	GSK3B inh	RGS4 pot	RGS4 inh	PolyA inh	KCNQ1 act	KCNQ1 inh	KCNK3 block	hERG protect	Dyrk1A ADPGlo	KCNK9 block	GSK3 alpha inh
O=C1CCN(CCc2ccccc2)CCN1[C@H](CO)Cc1ccccc1	1	i	i	i	i	i	i	-4	0	i	-4
O=C1NC2(CCN(Cc3ccccc3)CC2)Oc2ccccc21	-1	i	i	i	i	i	i	-12	2	i	-1
O=C(O)CC(C(=O)Nc1ccc(Cl)c(Cl)c1)C1CCCO1 (stereo not given)	-1	i	i	i	i	i	i	0	3	i	2
CCOC(=O)C1CCN(C(=O)c2ccc(OCC(=O)N3CCOCC3)c(OC)c2)CC1	-2	i	i	i	i	i	i	-14	6	i	-1
CC(=O)c1cn(CC(=O)Nc2ccccc2Cl)c2ccccc12	-5	i	i	i	i	i	i	-10	15	i	-1
O=C(NCc1ccccc1Cl)c1ccc[nH]1	4	i	i	i	i	i	i	-2	-1	i	-2
CCOc1ccccc1/C=N/NC(=O)Cc1csc(Nc2cccc(C(F)(F)F)c2)n1	3	i	i	i	i	i	-8.7*	-3	0	i	1
CC(=O)c1ccc(-n2c(CCC(=O)O)ccc2-c2ccccc2)cc1	1	i	i	i	i	i	i	-12	0	i	-1
CCn1c(O)c(N=NC(=O)C(O)c2ccccc2)c2ccccc21 (stereo not given)	-32	i	i	i	i	i	i	-13	1	i	20
Cc1cc(N/N=C/c2ccc(O)cc2)nc(NS(=O)(=O)c2ccccc2)n1	2	i	i	i	i	i	i	-8	4	i	-35
CCOc1ccc(Cl)cc1S(=O)(=O)N1CCC(C(=O)NCc2ccco2)CC1	2	i	i	i	i	i	i	-6	3	i	-3
CC(C)C(O)(C#CCN1CCCCCC1)c1ccccc1 (stereo not given)	-2	-11*	i	i	i	i	i	-5	-1	i	-2
CN(C)CCCNC(=S)/N=c1\sccn1Cc1ccccc1Cl	-2	i	i	i	i	i	i	-5	30	i	3
Cc1ccccc1Cn1ccc(NC(=O)c2cnn3cccnc23)n1	-3	i	i	i	i	i	i	-3	8	i	0
Cc1ccccc1NC(=S)NC(=O)CCc1ccccc1	-1	i	i	i	i	i	i	-6	-3	i	0
O=C(CCC1N=C2c3ccccc3N=C(SCc3cccc(Cl)c3)N2C1=O)NCc1ccco1 (stereo not given)	1	i	i	i	i	i	i	-2	5	i	-1
CC(=O)Nc1ccc(NC(=O)C(=O)N/N=C/c2cccnc2)cc1	1	i	i	i	i	i	i	-8	·	i	3
O=S1(=O)C=CC(Sc2nc3ccccc3[nH]2)C1 (stereo not given)	1	i	i	i	i	i	i	-6	0	i	0
CC1Cc2ccccc2N1C(=O)c1cccnc1 (stereo not given)	-2	i	i	i	i	i	i	-7	5	i	0
CCCC(=O)Nc1nn(CC)c2nc3ccc(C)cc3cc12	0	i	i	i	i	i	i	-6	-1	i	1
Cc1ccc(S(=O)(=O)NCCC(=O)NCc2ccccn2)cc1	3	i	i	i	i	i	i	-13	8	i	-2
Cc1ccc(S(=O)(=O)N2CCC(C(=O)NNS(=O)(=O)c3ccc(Cl)cc3)CC2)cc1	1	i	i	i	i	i	i	-11	-6	i	-3
Cc1c(NC(=O)C(C)OC(=O)Cc2ccc(F)cc2)c(=O)n(-c2ccccc2)n1C (stereo not given)	1	i	i	i	i	i	i	-14	-1	i	-1
Fc1ccccc1N1CCN(Cc2cccnc2)CC1	3	i	i	i	i	i	i	-3	2	i	3
O=C1C(c2ccc(F)cc2)N(Cc2ccc3c(c2)OCO3)C(=O)CN1C1CCCCC1 (stereo not given)	3	i	i	i	i	i	i	-12	-3	i	0
CCC(C)c1c(O)nc(SCC(=O)N2CCCCCC2)[nH]c1=O (stereo not given)	1	i	i	i	i	i	i	-12	12	i	-1
COc1cc2c(cc1OC)C(C)N(C(=O)Cc1ccc(C(F)(F)F)cc1)CC2 (stereo not given)	2	i	i	i	i	i	i	-14	-3	i	-1
O=C(COc1ccccc1/C=C1\SC(=O)NC1=O)Nc1ccc(F)cc1	5	i	i	i	i	i	i	-1	-30	i	0
COc1ccc(CC(=O)N/N=C/c2ccc(-c3cccc(C(=O)O)c3)o2)cc1OC	1	i	i	i	i	i	i	-13	18	i	3
Cn1c(CO)c(-c2ccccc2)c2cc([N+](=O)[O-])ccc21	1	i	i	i	i	i	i	-8	13	i	0
Cc1c(Cl)c([N+](=O)[O-])nn1CC(=O)NCc1ccc(Cl)cc1	-1	i	i	i	i	i	i	-7	10	i	0
